CAL PDZ FP-1 – inhibitors of human CAL PDZ peptide binding; AID 504414; purified CAL PDZ, TMR-peptide fluorescence polarization, 1 h; Q9HD26; 330,000 compounds, 0.02% hits; inhibition, % at 20 µM;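 active = highest replicate inhibition of at least 40%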;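 also: plate controls were DMSO neutral control wells for no effect and unlabeled competitor peptide control wells for full effect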
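System: tagged CAL PDZ domain. Schedule: 1 h room-temperature incubation prior to read. Signal: fluorescence polarization (mP). Measure: percent inhibition from loss of millipolarization.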
PvdQ inh – P. aeruginosa PvdQ acylase inhibition; purified PvdQ acylase, fluorescence plate reader; inhibition, % at 10 µM; 340,000 compounds, 0.063% hits; in the data active = inhibition above about 30%, passing the limit was not always enough; inconclusive = no clear call, values can overlap the other calls;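 also: 0% = vehicle neutral wells and 100% = reference inhibitor wells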
NSD2 HMT inh – NSD2 (human) methyltransferase inhibition; 310,000 compounds, 0.54% hits; inhibition, % at 12.5 µM; AID 743445; O96028; NSD2 peptide methylation, AlphaScreen, 120 min; in the data active = inhibition above about 50%
PfHsp90 set2 – growth inhibition of yeast expressing Plasmodium Hsp90 | S. cerevisiae expressing PfHsp90, BacTiter-Glo ATP, 48 h; yeast lacking PDR1 and PDR3 efflux regulators | inhibition, % at 9.4 µM | 310,000 compounds, 0.32% hits;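 active = every replicate shows inhibition above about 80%, whatever the replicate mean, limit read from the data; inconclusive = mean inhibition reaches the set limit but some replicate falls short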;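 also: 0% = DMSO neutral controls and 100% = 20 µM radicicol positive controls; yeast relying on Plasmodium falciparum Hsp90 in place of its own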
CAL PDZ FP-2 – CAL PDZ (human) peptide binding inhibition | Q9HD26 | AID 602252 | 300,000 compounds, 0.92% hits | inhibition, % at 24.9 µM | purified CAL PDZ, TMR-peptide fluorescence polarization, 1 h;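 active = mean inhibition of at least 30% with at least half of replicates also reaching 30%; inconclusive = no clear call, values can overlap the other calls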;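 also: 0% = DMSO neutral control and 100% = excess unlabeled competitor peptide PRC23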
MITF TRPM1 HTS – MITF TRPM1 promoter activation in melanoma cells | SK-MEL-5 TRPM1-promoter luciferase, 24 h; % of positive control, neutral wells = 0 | activation, % at 12.5 µM | 300,000 compounds, 0.75% hits | AID 588334;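 active = mean activation of at least 80% with every replicate also reaching 80%; inconclusive = mean reaches 80% but some replicate falls short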;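 also: 0% = neutral control wells and 100% = parthenolide positive control wells; values of inactives mirror those of a sister screen read the other way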
Rtt109 Vps75 – blocks Candida albicans Rtt109/Vps75 acetyltransferase activity. Q5AAJ8. AID 540336. inhibition, % at 34.9 µM. purified Rtt109/Vps75, ThioGlo CoA-SH fluorescence, 4 h. 330,000 compounds, 0.16% hits;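 active = inhibition of at least 50% in every replicate; inconclusive = best replicate reaches 50% inhibition but some replicates fall short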
Target sequence (Q5AAJ8 whole entry, looked up): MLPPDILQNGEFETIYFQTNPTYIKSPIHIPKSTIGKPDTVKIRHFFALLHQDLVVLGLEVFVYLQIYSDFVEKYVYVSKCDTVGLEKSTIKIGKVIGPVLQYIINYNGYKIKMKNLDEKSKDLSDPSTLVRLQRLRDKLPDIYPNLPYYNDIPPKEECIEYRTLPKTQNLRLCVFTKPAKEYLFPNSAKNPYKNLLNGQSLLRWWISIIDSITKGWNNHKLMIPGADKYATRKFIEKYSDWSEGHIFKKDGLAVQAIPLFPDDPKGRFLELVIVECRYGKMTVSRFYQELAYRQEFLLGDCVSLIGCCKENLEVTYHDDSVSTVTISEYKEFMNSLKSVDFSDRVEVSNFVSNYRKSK
dFosB activator – mouse delta FosB homodimer activation. activation, % at 25 µM. purified delta FosB, TAMRA-CDK5 oligo fluorescence polarization; percent of positive-control signal above neutral wells. 340,000 compounds, 0.99% hits;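 active = mean activation above about 17%, with every replicate also reaching it, limit read from the data, passing the limit was not always enough; inconclusive = only one of the two conditions met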;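 also: fluorescence polarization rise as delta FosB binds a TAMRA Cdk5 AP-1 oligo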
Target sequence (P13346 whole entry, looked up): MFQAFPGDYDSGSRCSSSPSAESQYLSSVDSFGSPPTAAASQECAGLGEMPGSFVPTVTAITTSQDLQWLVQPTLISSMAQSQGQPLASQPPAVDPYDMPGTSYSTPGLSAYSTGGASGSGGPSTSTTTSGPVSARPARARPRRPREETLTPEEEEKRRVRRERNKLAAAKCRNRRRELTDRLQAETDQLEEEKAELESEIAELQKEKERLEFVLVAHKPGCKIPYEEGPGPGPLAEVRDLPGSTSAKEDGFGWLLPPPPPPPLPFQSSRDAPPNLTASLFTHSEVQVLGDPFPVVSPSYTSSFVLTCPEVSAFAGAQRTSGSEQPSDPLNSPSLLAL
SR-BI DiI inh – blocks mouse SR-BI lipid uptake from DiI-HDL | AID 488896 | 320,000 compounds, 0.96% hits | inhibition, % at 12.5 µM | ldlA[mSR-BI] CHO cells, DiI-HDL uptake fluorescence, 3 h;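 active = mean replicate inhibition of at least 70% and a set share of replicates each scoring 70 or more; inconclusive = meets just one of the two criteria; inactive = fails both criteria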;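 also: 0% = median of neutral control wells and 100% = median of positive control wells; values of inactives mirror those of a sister screen read the other way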
SR-BI DiI-HDL act – enhances SR-BI lipid uptake from DiI-HDL; CHO ldlA[mSR-BI] cells, DiI-HDL uptake fluorescence, 3 h; 100 = double the neutral-control signal; activation, % at 12.5 µM; 320,000 compounds, 0.096% hits;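 active = mean replicate activation of at least 60% and every replicate at or above 60%; inconclusive = mean or all-replicate condition met, but not both; inactive = mean below 60% and not all replicates reaching 60%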;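 also: 0% = median plate neutral-control signal and 100% = twice that signal; values of inactives mirror those of a sister screen read the other way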
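Assay system: LDL receptor-deficient CHO ldlA cells overexpressing murine SR-BI / Medium: BSA-supplemented, HEPES-buffered Ham's F12, pH 7.4 / Probe or stimulus: DiI-labelled HDL at 10 µg/mL final / Timing: compound with DiI-HDL co-incubation, 3 h at 37 °C / Technique: bottom-read cell fluorescence after medium removal, ex 550/em 595 nm / Measure: HDL uptake via cellular fluorescence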
Numbers without * were called inactive; ? = inconclusive; . = not tested or not shown; & = joins results of further samples.

Fields – CAL PDZ FP-1	PvdQ inh	NSD2 HMT inh	PfHsp90 set2	CAL PDZ FP-2	MITF TRPM1 HTS	Rtt109 Vps75	dFosB activator	SR-BI DiI inh	SR-BI DiI-HDL act
CCC1Oc2ccc(C)cc2N(CC(=O)NCC2CCCO2)C1=O (configuration not stated)
  -1.5	-9	-2	-14	-4	-4	-6	-2	2	-2
C=CCNC(=S)N1CCOCC1
  -0.1	-1	-2	4	2	3	3	-1	-22	22
CCCNC(=O)CCCCn1c(=S)[nH]c2c([nH]c3ccc(OC)cc32)c1=O
  0.5	-5	-3	-16	.	-5	3	10	-11	11
COC(=O)c1ccccc1NC(=S)N(Cc1ccc2c(c1)OCO2)Cc1cc2ccc(C)cc2[nH]c1=O
  -2.7	-6	-2	-30	-2	5	9	4	23	-23
CC(O)C1C(=O)OC2(C)CC(C)(C)NC(=S)N12 (configuration not stated)
  -0.3	-16	-3	-8	-3	4	-4	3	1	-1
CS(=O)(=O)N(CC(=O)Nc1cc(Cl)ccc1Cl)c1ccccc1
  -1.4	-8	-1	-14	.	6	-5	-6	-3	3
Cc1cc(C)c(C(=O)CSc2nc(C)cc(=O)[nH]2)c(C)c1
  0.1	-1	0	-29	-1	2	2	-16	8	-8
CNC(=O)c1c(NC(=O)CCS(=O)(=O)c2ccc(C)cc2)sc2c1CCN(C(=O)OC)C2
  -0.2	-12	2	25	.	1	1	-13	32	-32
CCN(C(=O)C(C)Sc1nnc(-c2ccncc2)n1C)C1CCCCC1 (configuration not stated)
  -0.8	-15	1	2	3	.	-9	-4	-10	10
CCn1c(SCC(=O)N/N=C\c2ccccc2OCC(=O)O)nnc1-c1ccc(Cl)cc1
  -0.8	-2	-5	18	8	-4	-27	1	.	.
COc1cc2c(cc1OC)-c1cc(Nc3ccccc3Br)nc(=O)n1CC2
  -3.8	-2	0	6	-11	-7	-5	-4	7	-7
O=C(NS(=O)(=O)Oc1ccc(F)c(Cl)c1)OC[C@@H]1CCCN2CCCCC12 (some centres not stated)
  -2.9	-17	-2	-12	-4	9	-7	6	-4	4
Oc1ccccc1/C=N/n1c(-c2ccccc2)n[nH]c1=S
  -2.4	-13	4	7	-3	5	-2	-7	-4	4
C(=N\Nc1nn[nH]n1)/c1ccccc1
  0.5	-1	.	-9	-1	0	-2	-2	-27	27
COc1ccc(C(CC(=O)N2CCOCC2)c2c(O)cc(OC)cc2OC)cc1 (configuration not stated)
  -0.4	-10	.	-16	0	4	-7	-4	-16	16
CS/C(N)=N/N=C/c1ccc2c(c1)OCO2
  -1.2	-10	1	2	-6	.	0	2	-3	3
O=C(NCC1CCCCC1)C1(CC2CC(c3ccc(Cl)cc3)=NO2)CCNCC1 (configuration not stated)
  -1.1	-19	.	-11	-5	-27	8	-18	-9	9
CCC(=O)N(Cc1cc(=O)[nH]c2ccccc12)c1ccccc1C
  -2.5	14	-3	-9	-4	-7	1	-12	-17	17
O=C(Cc1cccs1)NCCc1csc(-c2ccccc2)n1
  -2.9	-2	3	-4	7	10	30	-2	.	.
Cc1onc(-c2ccccc2)c1C(=O)N1CCCSC1=Nc1ccccc1
  -0.2&-1.8	19&-12	9	-4&-1	-2&-3	-2&-6	10	-8&-2	4	-4
COc1cc(C2Nc3cc(Cl)c(S(N)(=O)=O)cc3S(=O)(=O)N2)ccc1OCc1ccccc1 (configuration not stated)
  -1.1	-19	-1	30	-2	46	-11	2	0	0
Cc1ccc(OCCC(=O)OCc2csc(CC(=O)Nc3ccccc3C)n2)cc1
  -2.6	-1	-3	17	-2	0	5	-6	5	-5
COc1cc2oc3cc(C#Cc4ccc(N)cc4)ccc3c(=O)c2cc1OC
  0.9	-13	.	-3	-2	-1	-16	-9	?	-71
Cc1nc2ccc(S(=O)(=O)N3CCCCC3)cc2s1
  -3.1	2	51*	5	1	-9	-1	1	.	.
O=C(c1cc(-c2ccccn2)nc2ccccc12)N1CCN(c2ncccn2)CC1
  -1.2	5	-1	-33	-6	9	-17	-9	19	-19
CCOC(=O)C1=C(C)NC(=S)NC1c1cc(C)sc1C (configuration not stated)
  0.1	5	1	2	-6	-7	9	-7	.	.
Cc1ccsc1CN(C)C(=O)CN1C(=O)NC2(CCCCC2C)C1=O (configuration not stated)
  1.0	-14	-2	-5	-1	-2	-5	5	-20	20
O=C(Nc1ccc(C(F)(F)F)cc1)c1ccc2ncsc2c1
  -0.8	1	2	7	-2	.	1	-3	31	-31
O=c1c2c(nc3c(-c4ccccc4)c[nH]n13)CCCC2
  -2.4	-5	-2	-33	-1	-1	1	-10	-15	15
COC(=O)c1c(C)oc(C)c1S(=O)(=O)NC(c1ccccc1)c1ccccc1
  -0.9	0	-1	15	2	-15	6	-12	19	-19
CCCOc1ccc(C(O)(CCN2CCCCC2)c2ccccc2OC)cc1 (configuration not stated)
  0.3	4	3	13	-5	4	7	-3	-25	25
CCOC(=O)C1(C)NC(c2ccccc2F)C2C(=O)N(CC)C(=O)C21 (configuration not stated)
  0.4	5	-4	-25	0	-9	7	-12	-16	16
Cc1ccc(S(=O)(=O)N2CCN(C(=O)COC(=O)CSc3ccc(C)c(C)c3)CC2)c(C)c1
  -2.0	-12	-2	.	-3	-10	1	-7	-11	11
C[C@H]1CN([C@@H](C)CO)C(=O)c2cccc(NS(=O)(=O)c3ccc(F)cc3)c2O[C@H]1CN(C)S(=O)(=O)c1cn(C)cn1
  -0.6	-17	.	17	-3	3	-2	-6	-9	9
COc1cc(C(C(=O)NCc2ccccc2)N(Cc2ccco2)C(=O)c2cnccn2)cc(OC)c1OC (configuration not stated)
  -0.5	-7	-5	-17	.	-6	-3	0	-11	11
Cc1cccc(NC(=O)CN2CCN(C(=O)C3CCCO3)CC2)c1C (configuration not stated)
  -1.8	-7	0	6	.	-1	-11	-6	-58	.
Cc1ccc2c(c1)[C@H]1[C@H](CO2)[C@H](c2ccccc2)[C@]2(C)C(=O)N(Cc3ccc(F)cc3)CC(=O)N12
  -1.0	-7	.	-15	5	15	-3	-2	-2	2
CC(Cc1ccccc1)NC(=O)c1ccc([N+](=O)[O-])cc1 (configuration not stated)
  -1.8	5	-1	14	1	77	-10	1	-14	14
COc1cc(CNC(=O)c2ccc3oc(C(C)C)nc3c2)cc(OC)c1
  -1.1	3	5	-10	7	15	6	-9	10	-10
O=C(c1ccc(-c2cc(Cl)ccc2Cl)o1)N1CCOCC1
  -3.2	4	-5	-2	7	44	-5	-7	12	-12
CC(C(=O)Nc1ccncc1)(c1ccccc1)c1ccccc1
  -1.1	-16	-3	-6	0	-3	5	1	-17	17
CCCCNc1cnn(-c2ccccc2)c(=O)c1Cl
  -2.0	-1	-1	5	-2	34	6	-6	-4	4
O=C(COc1ccccc1)NCC1CCCO1 (configuration not stated)
  -3.2	2	12	-3	-1	11	25	2	-30	30
CCn1ncc(Cl)c1C(=O)Nc1cc([N+](=O)[O-])ccc1OC
  0.0	1	-3	-13	-2	3	3	-4	43	-43
Cc1ccc(S(=O)(=O)N[C@H](C(=O)OCC(=O)NC(=O)NCc2ccco2)C(C)C)cc1
  0.0	-4	3	.	.	-2	-5	-7	5	-5
CCCN(C(=O)c1cc2c(s1)CCC2)c1c(N)n(Cc2ccccc2)c(=O)[nH]c1=O
  -2.1	-13	6	13	-2	-7	-2	-8	.	.
Cc1ccc(S(=O)c2snnc2C)cc1 (configuration not stated)
  1.6	6	.	-15	-2	-15	-11	3	-9	9
COc1cc(NC(=O)Nc2ccccc2)c(OC)cc1NC(=O)CN1CCCCC1
  -0.1	-23	.	-2	-6	7	6	1	30	-30
CC(C)CN(C(=O)COC(=O)CCc1c[nH]c2ccccc12)c1c(N)n(Cc2ccccc2)c(=O)[nH]c1=O
  -0.2	-11	.	8	-2	-4	-4	9	14	-14
O=C(COc1ccc([N+](=O)[O-])cc1)Nc1ccccc1C(=O)NC1CC1
  -3.0	9	-1	.	-2	10	20	26*	10	-10
COC(=O)C1=C(C(=O)OC)[C@@H]2N(C)c3ccccc3[C@@]23C[C@@H](C(=O)OC)N(C(C)=O)C3=N1
  -1.0	0	.	.	2	10	-3	3	-6	6
CN(C)S(=O)(=O)c1ccc(C(=O)OCC(=O)Nc2ccc3c(c2)OCO3)cc1
  0.1	10	1	-5	2	4	8	11	-8	8
CC1=C2C3OC(=O)C(C)[C@@H]3CC[C@](C)(O)C2C2C3C4C5(C12)[C@H]1OC(=O)[C@@H](C)C1CC[C@]4(C)O[C@]5(C)[C@@H]3O (some centres not stated)
  -0.8	-12	-3	-22	0	1	-2	4	-17	17
Cc1c(-c2ccccc2)[n+](=O)c(-c2ccco2)c(C)n1[O-]
  0.8	-7	2	.	-2	.	-6	-8	-3	3
O=C(COC(=O)Cc1cccs1)Nc1ccc(F)c(F)c1F
  -2.8	5	-1	-2	-1	2	6	-1	-6	6
Cc1cc(C(F)(F)F)nc(CCNC(=O)C2CCC(=O)N(Cc3cccc(F)c3)C2)n1 (configuration not stated)
  -1.4	0	-1	-3	-4	-2	-1	0	-4	4
NCCCNCCCCNCCCN
  1.0	6	.	8	0	.	10	-1	-36	36
Cc1c(Br)c(=O)oc2c(Br)c(O)c(O)cc12
  -0.3	-10	111*	-37	-4	2	-34	-14	12	-12
CC(C)CC1C(C#N)=C(N)OC2=C1C(=O)CC(c1ccccc1)C2 (configuration not stated)
  -1.6	-7	-2	14	-7	3	-2	-6	12	-12
O=C(OCC(=O)N1CCc2ccccc21)c1ccc[nH]c1=O
  -1.2	11	-1	-9	2	-4	-12	7	3	-3

Continuation.
Fields – CAL PDZ FP-1	PvdQ inh	NSD2 HMT inh	PfHsp90 set2	CAL PDZ FP-2	MITF TRPM1 HTS	Rtt109 Vps75	dFosB activator	SR-BI DiI inh	SR-BI DiI-HDL act
CC(C)(C)OC(=O)N1CCC(CC2CC(c3ccc(Cl)cc3)=NO2)(C(=O)NCC2CCCCC2)CC1 (configuration not stated)
  -0.9	4	.	6	2	28	17	-2	-8	3
CCCCn1c2nc3ccccc3nc2c2c(=N)oc(C)nc21
  -1.9	-8	5	-32	-2	7	-8	-10	-22	22
Cc1nc(SCc2c(F)cccc2Cl)c2c(=O)n(C)c(=O)n(C)c2n1
  -0.6	1	.	-14	.	.	-10	-2	63	-63
COc1ccc(CN(CC(=O)NCc2ccco2)C(=O)CCC(=O)Nc2ccccn2)cc1
  0.2	-9	1	8	.	-3	-3	-9	-4	4

Source: PubChem (Broad Institute)

Rows were taken by chance; about 4.3% have a hit in one of these screens.
